C diff HTS = inhibitors of Clostridium difficile growth; Clostridium difficile clinical isolate growth, OD600, 24 h; hits give low values; growth activity, negative = inhibition, % at 16 µg/mL (by protocol); 86,000 compounds, 0.25% hits; AID 1259249;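 active = mean growth activity at or below -80% and every replicate also at or below -80%; inconclusive = mean at or below -80% but some replicate above -80%; inactive = mean growth activity above -80%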;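 also: 0% = DMSO wells and -100% = levofloxacin 16 µg/mL wells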
GASC1 inh = KDM4C (human) demethylase inhibition | GST-KDM4C 2-372, H3K9me3 peptide, LANCE TR-FRET | inhibition, % at 12.5 µM | 96,000 compounds, 0.15% hits | AID 720574;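 active = mean replicate inhibition above about 25%, with at least 55% of replicates also reaching it, limit read from the data, passing the limit was not always enough; inconclusive = only one of those two conditions met; inactive = neither condition met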
Target sequence (Q9H3R0 2-372 limits assumed): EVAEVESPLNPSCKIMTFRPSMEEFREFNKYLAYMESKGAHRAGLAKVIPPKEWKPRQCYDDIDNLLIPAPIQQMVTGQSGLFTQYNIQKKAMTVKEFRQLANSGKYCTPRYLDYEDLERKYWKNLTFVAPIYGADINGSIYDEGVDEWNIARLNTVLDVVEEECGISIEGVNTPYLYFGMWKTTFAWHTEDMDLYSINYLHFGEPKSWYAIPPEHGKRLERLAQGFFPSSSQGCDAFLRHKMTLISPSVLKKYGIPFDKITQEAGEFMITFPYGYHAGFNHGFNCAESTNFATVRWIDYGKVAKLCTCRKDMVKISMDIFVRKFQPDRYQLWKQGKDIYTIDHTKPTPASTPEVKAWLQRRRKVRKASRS
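Test system – GST-tagged GASC-1 (JMJD2C) catalytic fragment, aa 2-372 · Medium – HEPES buffer, pH 7.5, plus ascorbate · Reagent – H3K9me3 peptide with Fe(II)/2OG · Compound – one test concentration per compound · Timing – 30 min reaction, 60 min detection, RT · Technique – TR-FRET with Eu antibody and ULight streptavidin, EDTA stop · Read-out basis – inhibition from TR-FRET ratio decrease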
Tcruzi prolif = inhibitors of T. cruzi proliferation. 77,000 compounds, 5.9% hits. inhibition, % at 8.34 µM. T. cruzi beta-gal in NIH3T3, GalScreen luminescence, 90 h;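 active = mean inhibition above about 93%, with at least 55% of replicates each passing it, limit read from the data, passing the limit was not always enough; inconclusive = only one of those two conditions holds; inactive = neither condition holds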
Pf Dd2 inh = blocks growth of Plasmodium falciparum Dd2 parasites | activity change, % at 10 µM | 94,000 compounds, 2.3% hits | AID 1159554 | P. falciparum Dd2 growth, SYBR Green, 72 h; hits give low values; in the data active = activity change below about -80%; inconclusive = no clear call, values can overlap the other calls
* hit, by the source's call; ? = inconclusive; / = not tested or not shown; & = joins results of further samples.

SMILES	C diff HTS	GASC1 inh	Tcruzi prolif	Pf Dd2 inh
N#C[C@@H]1[C@@H](c2ccc(-c3cccnc3)cc2)[C@H](CO)N1C(=O)C1CCOCC1	4	0.2	-10	24
CCCN(C)C[C@@H]1Oc2cc(-c3ccccc3OC)ccc2S(=O)(=O)N([C@H](C)CO)C[C@@H]1C	1	-0.2	9	-56
C/C=C/c1cnc2c(c1)C(=O)N([C@H](C)CO)C[C@@H](C)[C@H](CN(C)C(=O)NCCC)O2	4	0.1	45	43
Cc1ccc(S(=O)(=O)Nc2ccc3c(c2)CC(=O)N([C@@H](C)CO)C[C@@H](C)[C@@H](CN(C)C(=O)Nc2ccc(C(F)(F)F)cc2)O3)cc1	4	-4.3	19	2
CCNC(=O)C[C@H]1CC[C@H]2[C@@H](COC[C@H](O)CN2C(=O)c2ccccn2)O1	10&2	1.9	-44	32
COc1ccc2c3c(n(C)c2c1)[C@H](CO)N(C(C)=O)CC31CN(C(=O)Nc2ccccc2F)C1	4	0.3	/	-28
CN1CCCCN2[C@H](C1)[C@@H](c1ccc(C#CC3(O)CCCC3)cc1)[C@@H]2CO	-6	0.1	42	20
COCCNC(=O)C[C@@H]1C[C@H]2c3cc(NC(=O)C4CCC4)ccc3O[C@H]2[C@@H](CO)O1	0	11	/	-9
O=C(Nc1ccccc1F)N1CC(=O)N2[C@H](CO)[C@H](c3ccc(C#Cc4ccccc4)cc3)[C@@H]2C1	0	1.6	/	-26
C[C@H](CO)N1C[C@H](C)[C@H](CN(C)C(=O)CN(C)C)Oc2cc(-c3cncnc3)ccc2S1(=O)=O	1	1.1	-27	37
COc1ccc(CN(C)C[C@H]2Oc3ccc(NC(=O)C4CC4)cc3C(=O)N([C@H](C)CO)C[C@@H]2C)cc1	5	-1.3	-13	9
C[C@@H]1CN([C@@H](C)CO)C(=O)Cc2cc(NC(=O)CCN3CCOCC3)ccc2O[C@H]1CN(C)Cc1ccc(-c2ccccc2)cc1	5	7.1	/	-63
O=C(c1cccnc1)N1C[C@H]2[C@@H](c3ccccc31)[C@@H](CO)N2CC1CCCC1	8	3.7	-4	-11
Cc1noc(C)c1NC(=O)Nc1ccc2c(c1)C(=O)N([C@H](C)CO)C[C@H](C)[C@@H](CN(C)S(=O)(=O)c1ccc(F)cc1)O2	-1	4.0	/	5
C[C@H](CO)N1C[C@H](C)[C@@H](CN(C)Cc2ccc(-c3ccccc3)cc2)Oc2c(cccc2N(C)C)C1=O	-7	/	37	-71
COc1ccc(NC(=O)N2C[C@@H]3[C@H](c4ccccc42)[C@H](CO)N3C(=O)C2CCCC2)cc1	5	3.2	-69	-34
C[C@@H]1CN([C@@H](C)CO)S(=O)(=O)c2ccc(-c3ccncc3)cc2O[C@@H]1CN(C)C(=O)Nc1ccc(F)cc1	-1	-0.9	100*	15
C/C=C/c1ccc([C@H]2[C@@H](CO)N(CC3CC3)C23CN(C(=O)c2ccc4c(c2)OCO4)C3)cc1	11	-0.5	/	-64
CO[C@@H]1CN(C)C(=O)c2ccc(NS(=O)(=O)c3ccccc3)cc2OC[C@@H](C)N(C)C[C@H]1C	/	0.8	51	11
C[C@@H]1CN([C@@H](C)CO)C(=O)Cc2cc(NS(=O)(=O)c3cn(C)cn3)ccc2O[C@@H]1CN(C)S(=O)(=O)c1ccc(Cl)cc1	-4	-0.2	-23	10
C[C@@H]1CCCCO[C@@H](CN(C)Cc2ccncc2)[C@H](C)CN([C@H](C)CO)C(=O)c2cc(NS(=O)(=O)c3ccc(Cl)cc3)ccc2O1	-12	-1.2	?	6
COc1ccc(CNC(=O)C[C@@H]2C[C@H]3c4cc(NS(C)(=O)=O)ccc4O[C@H]3[C@@H](CO)O2)cc1	1	-3.2	9	15
C[C@@H]1CN([C@@H](C)CO)C(=O)Cc2cc(NS(=O)(=O)c3ccc(Cl)cc3)ccc2O[C@@H]1CN(C)C(=O)NC1CCCCC1	-1	-1.5	/	-11
C[C@H](CO)N1C[C@H](C)[C@H](CN(C)S(=O)(=O)c2ccccc2)OCc2cnnn2CCCC1=O	-4	0.2	-5&-15	-10&15
C[C@H](CO)N1C[C@H](C)[C@H](CN(C)Cc2ccc(C(=O)Nc3ccccc3N)cc2)Oc2ccc(NC(=O)Nc3cccc4ccccc34)cc2C1=O	6	-0.1	/	-73
COc1ccc(NC(=O)Nc2ccc3c(c2)C(=O)N([C@@H](C)CO)C[C@H](C)[C@H](CN(C)C(=O)C2CCCCC2)OCCCC[C@H](C)O3)cc1	-11	0.9	60	?
C/C=C/c1ccc([C@@H]2[C@@H](CO)N3C(=O)CN(Cc4ccc(C(=O)OC)cc4)C[C@H]23)cc1	-2	1.9	/	16
Cc1noc(C)c1S(=O)(=O)Nc1ccc2c(c1)C(=O)N([C@H](C)CO)C[C@H](C)[C@H](CN(C)Cc1ccc3c(c1)OCO3)OCCCC[C@@H](C)O2	0	-0.9	18	-24
C[C@H]1CCCCO[C@H](CN(C)Cc2ccncc2)[C@@H](C)CN([C@@H](C)CO)C(=O)c2cc(NC(=O)Nc3ccccc3)ccc2O1	-3	2.2	30	-1
Cc1noc(C)c1S(=O)(=O)Nc1ccc2c(c1)C(=O)N([C@H](C)CO)C[C@H](C)[C@H](CN(C)C(=O)Nc1ccc(F)cc1)O2	/	-0.2	20	14

5 compounds from above, showing only C diff HTS and Tcruzi prolif.
SMILES | C diff HTS | Tcruzi prolif
COc1ccc(NC(=O)Nc2ccc3c(c2)C(=O)N([C@@H](C)CO)C[C@H](C)[C@H](CN(C)C(=O)C2CCCCC2)OCCCC[C@H](C)O3)cc1 | -11 | 60
C/C=C/c1ccc([C@@H]2[C@@H](CO)N3C(=O)CN(Cc4ccc(C(=O)OC)cc4)C[C@H]23)cc1 | -2 | /
Cc1noc(C)c1S(=O)(=O)Nc1ccc2c(c1)C(=O)N([C@H](C)CO)C[C@H](C)[C@H](CN(C)Cc1ccc3c(c1)OCO3)OCCCC[C@@H](C)O2 | 0 | 18
C[C@H]1CCCCO[C@H](CN(C)Cc2ccncc2)[C@@H](C)CN([C@@H](C)CO)C(=O)c2cc(NC(=O)Nc3ccccc3)ccc2O1 | -3 | 30
Cc1noc(C)c1S(=O)(=O)Nc1ccc2c(c1)C(=O)N([C@H](C)CO)C[C@H](C)[C@H](CN(C)C(=O)Nc1ccc(F)cc1)O2 | / | 20

Carrying on:
SMILES	C diff HTS	GASC1 inh	Tcruzi prolif	Pf Dd2 inh
O=C(C[C@H]1C[C@@H]2c3cc(NC(=O)C4CCC4)ccc3O[C@@H]2[C@@H](CO)O1)NCc1cccc(F)c1	/	0.5	32	-14
COc1ccc(-c2cn(CC[C@@H]3CC[C@@H](NS(=O)(=O)c4ccccc4C)[C@H](CO)O3)nn2)cc1	1	0.1	-39	7
O=C(C1CC1)N1CCCCN2[C@H](CO)[C@@H](c3ccc(C#CC4CC4)cc3)[C@@H]2C1	-11	/	105*	23
COc1cccc(-c2ccc([C@@H]3[C@@H](CO)N4C(=O)CN(C(=O)C5CC5)C[C@@H]34)cc2)c1	4	2.1	/	4
Cc1noc(C)c1S(=O)(=O)Nc1ccc2c(c1)C(=O)N([C@@H](C)CO)C[C@H](C)[C@H](CN(C)C(=O)c1ccccc1)OCCCC[C@@H](C)O2	/	-0.4	-48	-1
C/C=C/c1cnc2c(c1)C(=O)N([C@H](C)CO)C[C@H](C)[C@@H](CN(C)C(=O)Cc1ccccc1)O2	6	-1.1	27	7
CCC(=O)N1[C@H](CO)[C@H](c2ccc(-c3ccccc3)cc2)[C@@H]1CNC(=O)C1CC1	0	-0.3	/	-12
CC(=O)N1[C@H](CO)[C@H](c2ccccc2)[C@@H]1CN(C(=O)c1ccc(F)cc1)C(C)C	-5	1.1	-3	23
COc1ccccc1-c1ccc2c(c1)[C@H]1[C@H](CCN1S(=O)(=O)c1cccc(C)c1)[C@H](CO)N2	44	0.0	/	-35
COc1ccc(CN2CC3(CN(C(C)=O)C3)c3c([nH]c4cc(OC)ccc34)[C@@H]2CO)cc1	1	-0.8	/	-78
C[C@H]1CN([C@@H](C)CO)C(=O)c2cc(NC(=O)C3CC3)ccc2O[C@@H]1CN(C)Cc1ccc(Cl)c(Cl)c1	-1	0.9	2	12
CC(C)NC(=O)Nc1ccc2c(c1)C(=O)N([C@H](C)CO)C[C@H](C)[C@@H](CN(C)C(=O)NC(C)C)O2	-1	1.2	20	10
Cc1noc(C)c1NC(=O)Nc1ccc2c(c1)CC(=O)N([C@@H](C)CO)C[C@H](C)[C@@H](CN(C)C(=O)NC(C)C)O2	2	1.5	-6	18
CCCC(=O)N1CC2(C1)CN(C(C)=O)[C@H](CO)c1c2c2ccc(OC)cc2n1C	-11	-0.3	/	23
Cc1ccc(S(=O)(=O)N[C@H]2CC[C@@H](CC(=O)N3CCC(Cc4ccccc4)CC3)O[C@@H]2CO)cc1	-11	-1.5	43	-18
CCCC#Cc1ccc2c(c1)O[C@@H](CN(C)CC1CC1)[C@@H](C)CN([C@H](C)CO)S2(=O)=O	/	-1.5	39	-49
CCCNC(=O)C[C@@H]1CC[C@H]2[C@H](COc3ccc(NC(=O)c4ccc(C(F)(F)F)cc4)cc3C(=O)N2C)O1	3	-1.1	25	-31
Cc1ccc(S(=O)(=O)N[C@@H]2CC[C@H](CCNS(=O)(=O)Cc3ccccc3)O[C@H]2CO)cc1	-2	-2.4	15	-13
Cc1ccc(-c2ccc([C@@H]3[C@H]4CN(C(=O)Cc5ccccn5)CC(=O)N4[C@H]3CO)cc2)cc1	7	-0.6	/	-11
C/C=C/c1ccc2c(c1)O[C@H](CN(C)C(C)=O)[C@H](C)CN([C@@H](C)CO)S2(=O)=O	-7	0.5	/	15
C[C@H](CO)N1C[C@H](C)[C@H](CN(C)C)Oc2ncc(C#Cc3ccc(F)cc3)cc2C1=O	-3&6	12	53&40	-31&-28
CC(C)NC(=O)Nc1ccc2c(c1)C(=O)N([C@H](C)CO)C[C@@H](C)[C@H](CN(C)S(=O)(=O)c1cn(C)cn1)OCCCC[C@H](C)O2	-2	8.9	-37	24
COC(=O)[C@@H]1[C@@H](CO)[C@@H]2Cn3c(ccc(-c4ccccc4OC)c3=O)[C@@H]2N1CC1CCCCC1	-1	3.3	/	-48
CO[C@@H]1CN(C)C(=O)c2ccc(NC(C)=O)cc2OC[C@H](C)N(Cc2ccccc2F)C[C@H]1C	/	0.2	59	8
C[C@H](CO)N1C[C@H](C)[C@H](CN(C)C(=O)NC2CCCCC2)Oc2cc(/C=C/c3ccccc3)ccc2S1(=O)=O	8	-2.3	/	-33
C[C@H](CO)N1C[C@H](C)[C@H](CN(C)C(=O)c2ccccc2)Oc2ncc(C#C[C@@H](C)O)cc2C1=O	-3	1.1	76	30
CCCC#Cc1ccc([C@H]2[C@@H](CO)N(C(=O)C3CC3)[C@H]2C#N)cc1	12	-2.7	74	13
COc1ccc(NC(=O)N2CC(=O)N3[C@H](CO)[C@H](c4ccc(C5=CCCC5)cc4)[C@@H]3C2)cc1	-1	0.8	/	-20
O=C(N[C@@H]1CC[C@@H](CCNS(=O)(=O)c2ccccc2)O[C@@H]1CO)c1cnccn1	0	-0.3	31	-6
COc1ccc(NC(=O)N(C)C[C@@H]2OCCCC[C@@H](C)Oc3ccc(N(C)C)cc3C(=O)N([C@H](C)CO)C[C@H]2C)cc1	-6	3.2	46	-52
O=C(C1CC1)N1CC2(C1)[C@H](c1ccccc1)[C@@H](CO)N2S(=O)(=O)c1ccccc1	5	3.9	/	34
COc1ccc(NC(=O)Nc2ccc3c(c2)C(=O)N([C@H](C)CO)C[C@H](C)[C@@H](CN(C)C(=O)Nc2cccc4ccccc24)O3)cc1	-4	-1.2	26	-32
CN(C)C(=O)c1ccc(-c2ccc([C@@H]3[C@@H](CO)N4CCCCN(Cc5cccnc5)C[C@H]34)cc2)cc1	7	0.4	12	4
CCNC(=O)Nc1ccc2c(c1)C(=O)N(C)[C@@H]1CC[C@H](CC(=O)NCc3ccc(F)cc3)O[C@H]1CO2	-4	-0.3	12	12
COc1ccccc1-c1ccc([C@@H]2[C@@H](CO)N3CCCCN(C(=O)NC4CCCC4)C[C@H]23)cc1	-15	-0.8	74	-9
CCS(=O)(=O)N1CC(=O)N2[C@H](CO)[C@@H](c3ccc(C#CC4CC4)cc3)[C@@H]2C1	0	-0.4	/	-40
C[C@H](CO)N1C[C@H](C)[C@H](CN(C)S(=O)(=O)c2ccc(Cl)cc2)Oc2ccc(NS(=O)(=O)c3ccccc3)cc2CC1=O	33	3.3	12	-13
COCC(=O)Nc1ccc2c(c1)C(=O)N(C)C[C@@H](OC)[C@@H](C)CN(C(=O)c1ccccn1)[C@@H](C)CO2	/	0.9	-35	5
Cc1noc(C)c1NC(=O)N(C)C[C@@H]1Oc2cc(C#CCN(C)C)ccc2S(=O)(=O)N([C@H](C)CO)C[C@@H]1C	-3	2.5	10	7
